Screening data: PubChem, Center for Chemical Genomics, University of Michigan
Dicer processing: inhibitors of Dicer pre-microRNA processing, primary screen, biochemical, cat-ELCCA, chemiluminescence. cat-ELCCA pre-miR-21 Dicer processing; hits give high values. z-score at 25 µM. Endoribonuclease Dicer (Homo sapiens), Q9UPY3. 47,000 compounds, 6% hits; in the data active means z-score above about 3, passing the limit was not always enough;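 further: plate controls were vehicle for no effect and no enzyme for full effect; higher signal means more uncleaved substrate so more Dicer inhibition; strong numbers were not always called active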
Starred values were filed as active, the others as inactive; & = joins results of further samples. A portion of the library; the hit share may differ from the screen's.

Start of the data: the first 19 records, to show the layout:
SMILES	Dicer processing
CCc1cccc(CC)c1NC(=O)CN(CC(=O)O)CC(=O)O	8.8
Nc1c2ccccc2nc2ccccc12	1.7
CNS(=O)(=O)CCc1ccc2[nH]cc(C3CCN(C)CC3)c2c1	-0.4
CCN(CCCCOC(=O)c1ccc(OC)c(OC)c1)C(C)Cc1ccc(OC)cc1 (stereo not drawn)	2.9
CC(C)NNC(=O)c1ccncc1	1.8&0.31
CN[C@@H]1[C@H](O)[C@H](NC)[C@H]2O[C@@]3(O)C(=O)C[C@@H](C)O[C@H]3O[C@@H]2[C@H]1O	0.64
CCCOc1ccc(C(=O)OCCN(CC)CC)cc1N	0.25
CC(Cc1cccc(C(F)(F)F)c1)NCCOC(=O)c1ccccc1 (stereo not drawn)	0.62
Cc1cccc(Cc2c(C)nc3c(-c4ccccc4)c(C)[nH]n3c2=O)c1	1.1
COc1ccc(C(=O)c2ccccc2)c(O)c1	1.1
Cc1ccccc1OCC(O)CO (stereo not drawn)	0.24
C=C[C@H]1CN2CCC1C[C@H]2[C@H](O)c1ccnc2ccc(OC)cc12 (stereo partly drawn)	0.54
CN(C)CC/C=C1/c2ccccc2COc2ccc(CC(=O)O)cc21	-0.32
CCCOc1ccc2nc(NC(=O)OC)[nH]c2c1	1.6
Cc1scc2c1N(C(=O)CN1CCN(C)CC1)c1ccccc1NC2=O	0.1&1.2
N=c1nc(N2CCCCC2)cc(N)n1O	1.3&-0.83
CCC1(O)CC2CN(CCc3c([nH]c4ccccc34)[C@@](C(=O)OC)(c3cc4c(cc3OC)N(C)C3[C@]45CCN4CC=C[C@@](CC)([C@@H](OC(C)=O)[C@]3(O)C(=O)OC)[C@H]45)C2)C1 (stereo partly drawn)	0.07
NC(Cc1c[nH]c2ccc(O)cc12)C(=O)O (stereo not drawn)	-0.57
O=C(O)Cc1sc(-c2ccccc2)nc1-c1ccc(Cl)cc1	3.1

Results, from the first entry:
SMILES	Dicer processing
CCc1cccc(CC)c1NC(=O)CN(CC(=O)O)CC(=O)O	8.8
Nc1c2ccccc2nc2ccccc12	1.7
CNS(=O)(=O)CCc1ccc2[nH]cc(C3CCN(C)CC3)c2c1	-0.4
CCN(CCCCOC(=O)c1ccc(OC)c(OC)c1)C(C)Cc1ccc(OC)cc1 (stereo not drawn)	2.9
CC(C)NNC(=O)c1ccncc1	1.8&0.31
CN[C@@H]1[C@H](O)[C@H](NC)[C@H]2O[C@@]3(O)C(=O)C[C@@H](C)O[C@H]3O[C@@H]2[C@H]1O	0.64
CCCOc1ccc(C(=O)OCCN(CC)CC)cc1N	0.25
CC(Cc1cccc(C(F)(F)F)c1)NCCOC(=O)c1ccccc1 (stereo not drawn)	0.62
Cc1cccc(Cc2c(C)nc3c(-c4ccccc4)c(C)[nH]n3c2=O)c1	1.1
COc1ccc(C(=O)c2ccccc2)c(O)c1	1.1
Cc1ccccc1OCC(O)CO (stereo not drawn)	0.24
C=C[C@H]1CN2CCC1C[C@H]2[C@H](O)c1ccnc2ccc(OC)cc12 (stereo partly drawn)	0.54
CN(C)CC/C=C1/c2ccccc2COc2ccc(CC(=O)O)cc21	-0.32
CCCOc1ccc2nc(NC(=O)OC)[nH]c2c1	1.6
Cc1scc2c1N(C(=O)CN1CCN(C)CC1)c1ccccc1NC2=O	0.1&1.2
N=c1nc(N2CCCCC2)cc(N)n1O	1.3&-0.83
CCC1(O)CC2CN(CCc3c([nH]c4ccccc34)[C@@](C(=O)OC)(c3cc4c(cc3OC)N(C)C3[C@]45CCN4CC=C[C@@](CC)([C@@H](OC(C)=O)[C@]3(O)C(=O)OC)[C@H]45)C2)C1 (stereo partly drawn)	0.07
NC(Cc1c[nH]c2ccc(O)cc12)C(=O)O (stereo not drawn)	-0.57
O=C(O)Cc1sc(-c2ccccc2)nc1-c1ccc(Cl)cc1	3.1
Cl	-0.57
CC(=O)OCC(=O)[C@@]1(O)CC[C@H]2[C@@H]3CCC4=CC(=O)C=C[C@]4(C)[C@@]3(F)[C@@H](O)C[C@@]21C	0.33
CCn1cc(C(=O)O)c(=O)c2cc(F)c(N3CCNC(C)C3)c(F)c21 (stereo not drawn)	0.8
COc1ccccc1CN[C@@H]1CCCN[C@@H]1c1ccccc1	-0.14
CC(C)(C)NCC(O)COc1cccc2c1C[C@H](O)[C@H](O)C2 (stereo partly drawn)	1.2
O=C1c2c(O)ccc(O)c2C(=O)c2c(NCCNCCO)ccc(NCCNCCO)c21	21*
Next structures
SMILES	Dicer processing
CCCCN(CCCC)CCCOC(=O)c1ccc(N)cc1	-0.7
Cc1cc(=O)oc2cc(O)ccc12	0.16
O=C(O)C1Cc2ccccc2CN1 (stereo not drawn)	-1.2
COc1cc(N)c(Cl)cc1C(=O)N[C@H]1CCN(CCCOc2ccc(F)cc2)C[C@H]1OC	1.4
C[C@H](CCC(=O)O)[C@H]1CC[C@H]2[C@@H]3[C@H](O)C[C@@H]4C[C@H](O)CC[C@]4(C)[C@H]3CC[C@]12C	-0.54
COC(=O)C1=C(C)NC2=C(C(=O)c3ccccc32)C1c1cccs1 (stereo not drawn)	-6.3
CCCCOc1cc(C(=O)OCCN(CC)CC)ccc1N	0.05
COC(=O)N/N=C/c1c[n+]([O-])c2ccccc2[n+]1[O-]	0.31
CC1(C)O[C@@H]2C[C@H]3[C@@H]4C[C@H](F)C5=CC(=O)C=C[C@]5(C)[C@@]4(F)[C@@H](O)C[C@]3(C)[C@]2(C(=O)CO)O1	-0.25
Cn1ccc2cc3c(cc21)CCN3C(=O)Nc1cccnc1	0.79
Cc1nc(N2CCN(c3ccccn3)CC2)nc2c1C(=O)CC(c1ccccc1)C2 (stereo not drawn)	-0.39
CN(c1nccc(=O)[nH]1)C1CCN(c2nc3ccccc3n2Cc2ccc(F)cc2)CC1	-0.26
CN(C)C/C=C(\c1ccc(Br)cc1)c1cccnc1	-0.29
C[C@@H]1C[C@H]2[C@@H]3CCC4=CC(=O)C=C[C@]4(C)[C@@]3(Cl)[C@@H](O)C[C@]2(C)[C@@]1(OC(=O)c1ccco1)C(=O)CCl	0.47
CC(=O)Oc1ccc2c(C)cc(=O)oc2c1	-0.41
Nc1ncnc2c1c(-c1ccc(Oc3ccccc3)cc1)cn2C1CCCC1	-0.06
